NLRP3 yeast inh – NALP3 inhibition in yeast | 330,000 compounds, 0.39% hits | inhibition, % at 10 µM | Yeast reconstituted NLRP3/ASC/caspase-1, beta-gal luminescence, 24 h;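 active = inhibition of 50% or more; inactive = inhibition below 50%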;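 also: plate controls were induced DMSO wells for no effect and uninduced yeast grown without galactose for full effect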
ATG4B inhibitor – inhibitors of human ATG4B cysteine protease | Q9Y4P1 | ATG4B cleavage of LC3-PLA2, NBD-HPC fluorescence, 1 h | inhibition, % at 8.33 µM | 340,000 compounds, 0.51% hits; in the data active = inhibition above about 40%
Target sequence (Q9Y4P1 whole entry, looked up): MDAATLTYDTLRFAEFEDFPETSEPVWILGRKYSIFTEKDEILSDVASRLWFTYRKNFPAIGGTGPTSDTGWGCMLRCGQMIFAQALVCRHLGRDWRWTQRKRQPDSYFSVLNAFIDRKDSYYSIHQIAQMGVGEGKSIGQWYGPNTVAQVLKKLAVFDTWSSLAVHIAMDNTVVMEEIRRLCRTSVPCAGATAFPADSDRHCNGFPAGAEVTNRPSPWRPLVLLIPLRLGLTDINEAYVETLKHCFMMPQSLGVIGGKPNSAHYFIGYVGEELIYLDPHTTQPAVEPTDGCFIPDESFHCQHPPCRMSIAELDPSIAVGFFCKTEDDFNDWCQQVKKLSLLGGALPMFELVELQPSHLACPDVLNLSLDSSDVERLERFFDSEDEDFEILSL
mIAP activ – increases mouse intestinal alkaline phosphatase activity; muIAP, CDP-Star luminescence, 30 min; hits give high values; 1 = vehicle-only enzyme signal, 0 = enzyme-free wells; activation factor at 10 µM; 330,000 compounds, 0.24% hits;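 active = activation factor of at least 2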; also: the source names both 10 and 20 µM as test concentration; values of inactives mirror those of a sister screen read the other way
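Assay system: mouse IAP enzyme; Reagent: CDP-Star chemiluminescent phosphatase substrate; Compound: DMSO-dissolved test compounds; Incubation: 30 min, room temperature; Technique: luminescence from enzymatic CDP-Star hydrolysis; Controls: DMSO-only wells and no-enzyme negative control.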
Apaf-1 inh – inhibitors of human Apaf-1 apoptosome; reconstituted apoptosome caspase-3 activity, DEVD-Rh110 fluorescence; 330,000 compounds, 0.71% hits; inhibition, % at 20 µM; O14727; active = inhibition of at least 40% at 20 µM;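 also: plate controls were DMSO wells for no effect and DEVD-CHO caspase inhibitor wells for full effect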
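Material: reconstituted apoptosome with Apaf-1, cytochrome c, caspase-9, procaspase-3, dATP. Technique: Rh110 fluorescence intensity. Buffer or medium: pH 7.5 Hepes buffer with CHAPS, BSA, DTT. Times: 30 min plus 50 min, RT.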
TIM10 inh – TIM10 yeast growth inhibition; AID 463195; S. cerevisiae TIM10 strain growth, BacTiter-Glo luminescence, 24 h; inhibition, % at 10 µM; 330,000 compounds, 1.4% hits;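 active = inhibition of 40% or more at the single tested concentration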;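 also: wild-type TIM10 isogenic control strain grown at permissive 25 °C; 0% = DMSO yeast wells and 100% = minimal medium wells without yeast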
mIAP inh – mouse IAP inhibition | purified mouse IAP, CDP-Star luminescence, 30 min | inhibition, % at 10 µM | 330,000 compounds, 0.2% hits;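 active = inhibition of at least 40% at 10 µM in the primary screen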;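 also: plate controls were DMSO with enzyme for no effect and no enzyme wells for full effect; values of inactives mirror those of a sister screen read the other way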
hIAP inh – blocks human intestinal alkaline phosphatase. purified IAP, CDP-Star luminescence, 30 min. inhibition, % at 10 µM. 330,000 compounds, 0.12% hits. AID 2544;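 active = inhibition reaching a set limit with compound at 10 µM in the primary screen, cut at about 35% in these data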;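 also: plate controls were DMSO wells with enzyme for no effect and no-enzyme buffer wells for full effect; values of inactives mirror those of a sister screen read the other way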
Target sequence (P09923 whole entry, looked up): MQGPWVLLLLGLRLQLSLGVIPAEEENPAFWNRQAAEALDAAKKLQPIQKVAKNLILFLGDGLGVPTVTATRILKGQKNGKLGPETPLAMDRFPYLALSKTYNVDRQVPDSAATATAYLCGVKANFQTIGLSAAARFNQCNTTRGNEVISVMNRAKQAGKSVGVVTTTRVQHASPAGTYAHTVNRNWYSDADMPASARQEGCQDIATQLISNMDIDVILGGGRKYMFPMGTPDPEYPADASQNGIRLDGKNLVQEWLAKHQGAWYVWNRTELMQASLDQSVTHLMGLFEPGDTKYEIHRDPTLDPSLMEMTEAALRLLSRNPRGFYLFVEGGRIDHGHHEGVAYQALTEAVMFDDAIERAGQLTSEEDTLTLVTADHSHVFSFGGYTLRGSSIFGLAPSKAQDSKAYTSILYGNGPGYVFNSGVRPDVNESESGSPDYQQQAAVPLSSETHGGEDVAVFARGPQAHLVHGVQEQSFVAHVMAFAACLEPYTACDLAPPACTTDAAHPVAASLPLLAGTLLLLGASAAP
hIAP activ – human IAP activation; purified human IAP, CDP-Star luminescence, 30 min; hits give high values; 1 = vehicle-only enzyme, 0 = enzyme-free background; 330,000 compounds, 0.16% hits; activation factor at 10 µM; AID 2524; P09923;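 active = activation factor of the enzyme at least 2-fold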; also: the source names both 10 and 20 µM as test concentration; values of inactives mirror those of a sister screen read the other way
tim10-1 inh – tim10-1 yeast growth inhibition | S. cerevisiae tim10-1 ts strain growth, BacTiter-Glo, 24 h | inhibition, % at 20 µM | 330,000 compounds, 2.2% hits | AID 463190;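 active = inhibition of at least 40%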;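 also: mutant grown at 25 °C; 0% = DMSO wells with yeast and 100% = wells holding no yeast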
The depositor's hits bear a star.

What do the screens show for `CN(C)C(=O)c1ccc(NC(=O)CC2SC(N3CCCC3)=NC2=O)cc1` (centres undefined)?
NLRP3 yeast inh: 10; ATG4B inhibitor: 7; mIAP activ: 0.94; Apaf-1 inh: 5; TIM10 inh: 0; mIAP inh: 6; hIAP inh: -10; hIAP activ: 1.1; tim10-1 inh: -14

Results for COc1cc(/C=N/NC(=O)c2ccc(N)cc2)ccc1OC(=O)c1cccc(C)c1 ?
NLRP3 yeast inh: 13; ATG4B inhibitor: 4; mIAP activ: 0.95; Apaf-1 inh: 10; TIM10 inh: 24; mIAP inh: 5; hIAP inh: -7; hIAP activ: 1.1; tim10-1 inh: 28

What do the screens show for `COC(=O)C1=C(C)NC(=O)CC1c1ccccc1` (centres undefined)?
NLRP3 yeast inh: 3; ATG4B inhibitor: -7; mIAP activ: 1.1; Apaf-1 inh: 4; TIM10 inh: 2; mIAP inh: -6; hIAP inh: 1; hIAP activ: 0.99; tim10-1 inh: 1

Results for Cc1ncoc1C(=O)N1CCCC(C(=O)c2ccc3c4c(cccc24)CC3)C1 (centres undefined) ?
NLRP3 yeast inh: 13; ATG4B inhibitor: -31; mIAP activ: 0.94; Apaf-1 inh: 1; TIM10 inh: 3; mIAP inh: 6; hIAP inh: -5; hIAP activ: 1.1; tim10-1 inh: 10

Results for CC1CCCCC1NC(=O)CSc1nncs1 (centres undefined) ?
NLRP3 yeast inh: -1; ATG4B inhibitor: 1; mIAP activ: 0.92; Apaf-1 inh: 2; TIM10 inh: 12; mIAP inh: 8; hIAP inh: 19; hIAP activ: 0.81; tim10-1 inh: 7

How did O=C(CSc1nnc(NC(=O)C2CC2)s1)NCc1ccccc1Cl do in these assays?
NLRP3 yeast inh: 6; ATG4B inhibitor: 12; mIAP activ: 1; Apaf-1 inh: -7; TIM10 inh: 10; mIAP inh: -4; hIAP inh: -8; hIAP activ: 1.1; tim10-1 inh: 7

What do the screens show for `CCOCCCNC(=O)C(NC(=O)Cc1cccs1)c1ccccc1` (centres undefined)?
NLRP3 yeast inh: -1; ATG4B inhibitor: 3; mIAP activ: 1; Apaf-1 inh: -17; TIM10 inh: 1; mIAP inh: -2; hIAP inh: -4; hIAP activ: 1; tim10-1 inh: 7

How did CCCCOc1ccc(C2NC(=O)NC(C)=C2C(C)=O)cc1OCC (centres undefined) do in these assays?
NLRP3 yeast inh: 1; ATG4B inhibitor: -18; mIAP activ: 1.1; Apaf-1 inh: 5; TIM10 inh: -9; mIAP inh: -10; hIAP inh: 2; hIAP activ: 0.98; tim10-1 inh: 17

Results for O=C(O)CC1CCCC(c2ccccc2)C1=O (centres undefined) ?
NLRP3 yeast inh: -3; ATG4B inhibitor: -1; mIAP activ: 1; Apaf-1 inh: -8; TIM10 inh: 5; mIAP inh: -2; hIAP inh: -3; hIAP activ: 1; tim10-1 inh: 3

What do the screens show for `O=C(NCc1cn2ccccc2n1)C1CCC(=O)N(Cc2ccccc2F)C1` (centres undefined)?
NLRP3 yeast inh: 0; ATG4B inhibitor: -4; mIAP activ: 1; Apaf-1 inh: 0; TIM10 inh: 4; mIAP inh: -3; hIAP inh: -22; hIAP activ: 1.2; tim10-1 inh: -15

Results for CCN1CCN(S(=O)(=O)CC2(C)C3CCC2(C)C(=O)C3Br)CC1 (centres undefined) ?
NLRP3 yeast inh: 7; ATG4B inhibitor: -6; mIAP activ: 1.1; Apaf-1 inh: 1; TIM10 inh: 8; mIAP inh: -7; hIAP inh: -24; hIAP activ: 1.2; tim10-1 inh: -3

How did O=C1NC(c2ccc(Cl)c([N+](=O)[O-])c2)Nc2ccccc21 (centres undefined) do in these assays?
NLRP3 yeast inh: 26; ATG4B inhibitor: -5; mIAP activ: 0.98; Apaf-1 inh: -5; TIM10 inh: -16; mIAP inh: 2; hIAP inh: -1; hIAP activ: 1; tim10-1 inh: -50

Results for O=C(CN(C(=O)c1nsc(Cl)c1Cl)c1cccc(F)c1)NC1CCCC1 ?
NLRP3 yeast inh: 14; ATG4B inhibitor: -5; mIAP activ: 1; Apaf-1 inh: 4; TIM10 inh: -5; mIAP inh: 0; hIAP inh: -7; hIAP activ: 1.1; tim10-1 inh: 20

How did COc1cc2c(C(=O)NCc3ccc4c(c3)OCO4)cn(CC(C)C)c(=O)c2cc1OC do in these assays?
NLRP3 yeast inh: 12; ATG4B inhibitor: -13; mIAP activ: 1.1; Apaf-1 inh: 5; TIM10 inh: -20; mIAP inh: -9; hIAP inh: 13; hIAP activ: 0.87; tim10-1 inh: -6

Results for CC1(C)Cc2c(sc(NC(=O)C(=O)N3CCCCC3)c2C(=O)O)CO1 ?
NLRP3 yeast inh: 7; ATG4B inhibitor: -2; mIAP activ: 1; Apaf-1 inh: -6; TIM10 inh: 4; mIAP inh: -3; hIAP inh: 34; hIAP activ: 0.66; tim10-1 inh: -11

How did Cc1ccccc1NC1=NS(=O)(=O)c2ccccc21 do in these assays?
NLRP3 yeast inh: 3; ATG4B inhibitor: -10; mIAP activ: 0.91; Apaf-1 inh: -9; TIM10 inh: 16; mIAP inh: 9; hIAP inh: -2; hIAP activ: 1; tim10-1 inh: 15

Results for COC(=O)c1cc(C(=O)OCC(=O)N2CCCCC2)cc([N+](=O)[O-])c1 ?
NLRP3 yeast inh: 7; ATG4B inhibitor: -1; mIAP activ: 0.97; Apaf-1 inh: -5; TIM10 inh: -12; mIAP inh: 3; hIAP inh: -2; hIAP activ: 1; tim10-1 inh: 6

How did Cc1occc1C(=O)Nc1cc(C(C)(C)C)on1 do in these assays?
NLRP3 yeast inh: 20; ATG4B inhibitor: -2; mIAP activ: 0.92; Apaf-1 inh: -13; TIM10 inh: 22; mIAP inh: 8; hIAP inh: -1; hIAP activ: 1; tim10-1 inh: 18

Results for O=C(c1cnsn1)N1CCN(c2ccccc2)CC1 ?
NLRP3 yeast inh: 8; ATG4B inhibitor: 0; mIAP activ: 0.98; Apaf-1 inh: -2; TIM10 inh: -16; mIAP inh: 2; hIAP inh: -18; hIAP activ: 1.2; tim10-1 inh: -3

How did CC1CCCC(C)N1C(=O)CSCc1ccc(Cl)cc1 (centres undefined) do in these assays?
NLRP3 yeast inh: 9; ATG4B inhibitor: -1; mIAP activ: 1.1; Apaf-1 inh: 11; TIM10 inh: 2; mIAP inh: -14; hIAP inh: 12; hIAP activ: 0.88; tim10-1 inh: 23

How did CN1CCC(C2(O)c3ccccc3CSc3sccc32)CC1 (centres undefined) do in these assays?
NLRP3 yeast inh: 18; ATG4B inhibitor: -3; mIAP activ: 0.85; Apaf-1 inh: 2; TIM10 inh: -14; mIAP inh: 15; hIAP inh: 5; hIAP activ: 0.95; tim10-1 inh: 1

How did Cc1nc(-c2ccc(S(=O)(=O)Nc3cccc(S(N)(=O)=O)c3)s2)cs1 do in these assays?
NLRP3 yeast inh: 0; ATG4B inhibitor: -4; mIAP activ: 0.8; Apaf-1 inh: -11; TIM10 inh: -23; mIAP inh: 20; hIAP inh: -12; hIAP activ: 1.1; tim10-1 inh: -19

How did CCC(C(=O)Nc1cccnc1)c1ccccc1 (centres undefined) do in these assays?
NLRP3 yeast inh: 21; ATG4B inhibitor: 5; mIAP activ: 1; Apaf-1 inh: -15; TIM10 inh: -3; mIAP inh: -1; hIAP inh: -6; hIAP activ: 1.1; tim10-1 inh: -19

How did O=C(CN(c1ccccc1)S(=O)(=O)c1ccc(F)cc1)NC1CCS(=O)(=O)C1 (centres undefined) do in these assays?
NLRP3 yeast inh: 3; ATG4B inhibitor: -9; mIAP activ: 0.92; Apaf-1 inh: -11; TIM10 inh: -3; mIAP inh: 8; hIAP inh: 13; hIAP activ: 0.87; tim10-1 inh: -2

Results for COc1ccc(Cc2noc(-c3ccc(OC)c(OC)c3)n2)cc1OC ?
NLRP3 yeast inh: 17; ATG4B inhibitor: -4; mIAP activ: 1; Apaf-1 inh: -21; TIM10 inh: 8; mIAP inh: -4; hIAP inh: 18; hIAP activ: 0.82; tim10-1 inh: 20

How did CCCC(=O)Nc1ccc(C(=O)N/N=C/c2ccc[nH]2)cc1 do in these assays?
NLRP3 yeast inh: 9; ATG4B inhibitor: 6; mIAP activ: 0.59; Apaf-1 inh: -7; TIM10 inh: -7; mIAP inh: 41*; hIAP inh: 7; hIAP activ: 0.93; tim10-1 inh: 2

Results for CC(C)(C)NC(=O)Cn1c(SCC(=O)NCc2cccs2)nc2ccccc21 ?
NLRP3 yeast inh: -2; ATG4B inhibitor: -8; mIAP activ: 1; Apaf-1 inh: 1; TIM10 inh: -9; mIAP inh: -2; hIAP inh: 0; hIAP activ: 1; tim10-1 inh: 16

What do the screens show for `Cc1cc(C(=O)Cn2ncc(Cl)c(Cl)c2=O)c(C)n1CC(F)(F)F`?
NLRP3 yeast inh: 15; ATG4B inhibitor: 12; mIAP activ: 1; Apaf-1 inh: 13; TIM10 inh: -1; mIAP inh: 0; hIAP inh: 1; hIAP activ: 0.99; tim10-1 inh: 0

How did COc1ccc(CCNC(=O)C2CC(c3cc(C(F)(F)F)cc(C(F)(F)F)c3)=NO2)cc1 (centres undefined) do in these assays?
NLRP3 yeast inh: 14; ATG4B inhibitor: -3; mIAP activ: 0.99; Apaf-1 inh: 15; TIM10 inh: 5; mIAP inh: 1; hIAP inh: 8; hIAP activ: 0.92; tim10-1 inh: 10

How did Cc1sc2ncnc(N3CCC(C(=O)N(C)CC(=O)Nc4ccccc4Cl)CC3)c2c1C do in these assays?
NLRP3 yeast inh: 15; ATG4B inhibitor: 8; mIAP activ: 1; Apaf-1 inh: 60*; TIM10 inh: 0; mIAP inh: -4; hIAP inh: -10; hIAP activ: 1.1; tim10-1 inh: -8

Results for C(=N\n1cnnc1)/c1ccc2c(c1)OCCO2 ?
NLRP3 yeast inh: 1; ATG4B inhibitor: -3; mIAP activ: 0.98; Apaf-1 inh: 1; TIM10 inh: -2; mIAP inh: 2; hIAP inh: 12; hIAP activ: 0.89; tim10-1 inh: 28

Results for COc1ccc(NC(=O)CN(C)CC(=O)N2CCCCCC2)cc1 ?
NLRP3 yeast inh: 22; ATG4B inhibitor: 6; mIAP activ: 0.95; Apaf-1 inh: 10; TIM10 inh: 11; mIAP inh: 4; hIAP inh: -13; hIAP activ: 1.1; tim10-1 inh: 9

Results for O=C(NCc1ccco1)c1ccc(S(=O)(=O)N2CCCCCC2)cc1 ?
NLRP3 yeast inh: 6; ATG4B inhibitor: -4; mIAP activ: 1.1; Apaf-1 inh: -2; TIM10 inh: 2; mIAP inh: -12; hIAP inh: 13; hIAP activ: 0.87; tim10-1 inh: -1

What do the screens show for `NS(=O)(=O)c1ccc(NC2(C(=O)O)CCCC2)cc1`?
NLRP3 yeast inh: 8; ATG4B inhibitor: -1; mIAP activ: 1; Apaf-1 inh: -4; TIM10 inh: 8; mIAP inh: 0; hIAP inh: 14; hIAP activ: 0.86; tim10-1 inh: -13

Sorted by molar mass (low to high): three of the compounds above
Results for COc1ccc(NC(=O)CN(C)CC(=O)N2CCCCCC2)cc1 ?
NLRP3 yeast inh: 22; ATG4B inhibitor: 6; mIAP activ: 0.95; Apaf-1 inh: 10; TIM10 inh: 11; mIAP inh: 4; hIAP inh: -13; hIAP activ: 1.1; tim10-1 inh: 9

Results for O=C(NCc1ccco1)c1ccc(S(=O)(=O)N2CCCCCC2)cc1 ?
NLRP3 yeast inh: 6; ATG4B inhibitor: -4; mIAP activ: 1.1; Apaf-1 inh: -2; TIM10 inh: 2; mIAP inh: -12; hIAP inh: 13; hIAP activ: 0.87; tim10-1 inh: -1

What do the screens show for `Cc1cc(C(=O)Cn2ncc(Cl)c(Cl)c2=O)c(C)n1CC(F)(F)F`?
NLRP3 yeast inh: 15; ATG4B inhibitor: 12; mIAP activ: 1; Apaf-1 inh: 13; TIM10 inh: -1; mIAP inh: 0; hIAP inh: 1; hIAP activ: 0.99; tim10-1 inh: 0

From PubChem
